D1 antag = Antagonist of Human D 1 Dopamine Receptor: qHTS; D(1A) dopamine receptor (Homo sapiens), P21728; HEK293 TREx D1 cells, calcium flux, dopamine EC80; stronger effect = lower value; activity change, negative = inhibition, % at 10 µM; 3.2% of 360,000 active; in the data active means activity change below about -30%; further: on the % scale 0 is the no-effect control and ±100 the full control effect
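After overnight tetracycline induction at 30 C, force-coupled D1 HEK293 cells took up a no-wash calcium dye at room temperature. Compounds were added and monitored 180 s, and the response to EC80 dopamine was then recorded.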
D1 ag = Allosteric Agonists of the Human D1 Dopamine Receptor: qHTS; HEK293 T-REx D1 cells, calcium flux, agonist mode; activation, % at 2 µM; D(1A) dopamine receptor (Homo sapiens), P21728; AID 504660, 2011; 1% of 360,000 active; further: 0% is about no effect
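Tetracycline-induced HEK293 TREx D1 cells, force-coupled to calcium signalling, were dye-loaded with a no-wash calcium kit. Compound was pin-added after a 10 s baseline. Fluorescence was read kinetically at 1 cycle/s for 180 s, with calcium rises flagged as agonism.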
D1 PAM = Potentiators of Human D1 Dopamine Receptor: qHTS; D(1A) dopamine receptor (Homo sapiens), P21728; HEK293 TREx D1 cells, calcium flux, dopamine EC20 potentiation; potentiation, % at 10 µM; 0.036% of 360,000 active; in the data active means potentiation above about 30%; further: 0% is about no effect
TRHR agonist = qHTS for Small Molecule Agonists and Allosteric Enhancers of Human TRH Receptor: Primary Screen for Agonists; TRHR cells, calcium flux fluo-8, FDSS agonist mode; activation, % at 2 µM; 0.18% of 360,000 active; further: 0% is about no effect
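Read-out: compound-evoked intracellular calcium rise in TRHR cells, fluo-8 dye, kinetic FDSS fluorescence at 1 s/cycle following a 10-cycle baseline. Cells cultured overnight before dye loading (30 min–1.5 h, RT).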
D2 ag = HTS Assay for Allosteric Agonists of the Human D2 Dopamine Receptor: Primary Screen for Agonists; D(2) dopamine receptor (Homo sapiens), P14416; HEK293 T-REx D2 cells, calcium flux agonist mode; activation, % at 2 µM; 0.53% of 340,000 active; AID 485358, 2010;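 active means activation over 3 SD above normal in the single-dose calcium agonist read, cut at about 30% in these data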; further: 0% is about no effect
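Tetracycline-induced HEK293 Trex cells with D2 receptor force-coupled to calcium signaling, plated overnight at 30 C and loaded with no-wash calcium dye. Calcium flux read kinetically for 180 s after compound addition; responses flag agonists.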
TRHR enhancer = qHTS for Small Molecule Agonists and Allosteric Enhancers of Human TRH Receptor: Primary Screen for Enhancers. Thyrotropin-releasing hormone receptor (Homo sapiens), P34981. TRHR cells, fluo-8 calcium fluorescence, EC20 TRH enhancement. enhancement, % at 2 µM. 0.66% of 360,000 active; in the data active means enhancement above about 30%; further: 0% is about no effect
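Enhancer read-out: after compound pinning and an initial kinetic agonist-mode read, an EC20 of TRH (10 nM final) was injected and fluo-8 calcium signal (Ex 480/Em 530) followed at 1 s/cycle for 100 cycles in TRHR-expressing cells.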
D2 antag = HTS Assay for Allosteric Antagonists of the Human D2 Dopamine Receptor: Primary Screen for Antagonists | HEK293 TREx D2 cells, calcium flux, dopamine EC80 | AID 485344, 2010 | D(2) dopamine receptor (Homo sapiens), P14416 | 2% of 340,000 active | inhibition, % at 10 µM; in the data active means inhibition above about 30%; further: 0% is about no effect
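Tetracycline-induced HEK293 TREx cells expressing D2 receptor forced-coupled to calcium signalling, loaded with no-wash calcium dye. Compounds added and calcium flux read 180 s, then dopamine added at EC80 and read a further 180 s.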
RXFP1 antag = qHTS Assay for Antagonists of the Relaxin Receptor RXFP1; HEK293-RXFP1, relaxin-stimulated cAMP HTRF, 30 min; stronger effect = lower value; activity change, negative = inhibition, % at 57.5 µM; 0.59% of 350,000 active;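 active means activity change of -60% or lower, but not beyond a set lower limit; inconclusive means change between -60% and -40%, or beyond the set limit; inactive means change above -40%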; further: on the % scale 0 is the no-effect control and ±100 the full control effect
Target sequence (Q9HBX9 whole entry, looked up): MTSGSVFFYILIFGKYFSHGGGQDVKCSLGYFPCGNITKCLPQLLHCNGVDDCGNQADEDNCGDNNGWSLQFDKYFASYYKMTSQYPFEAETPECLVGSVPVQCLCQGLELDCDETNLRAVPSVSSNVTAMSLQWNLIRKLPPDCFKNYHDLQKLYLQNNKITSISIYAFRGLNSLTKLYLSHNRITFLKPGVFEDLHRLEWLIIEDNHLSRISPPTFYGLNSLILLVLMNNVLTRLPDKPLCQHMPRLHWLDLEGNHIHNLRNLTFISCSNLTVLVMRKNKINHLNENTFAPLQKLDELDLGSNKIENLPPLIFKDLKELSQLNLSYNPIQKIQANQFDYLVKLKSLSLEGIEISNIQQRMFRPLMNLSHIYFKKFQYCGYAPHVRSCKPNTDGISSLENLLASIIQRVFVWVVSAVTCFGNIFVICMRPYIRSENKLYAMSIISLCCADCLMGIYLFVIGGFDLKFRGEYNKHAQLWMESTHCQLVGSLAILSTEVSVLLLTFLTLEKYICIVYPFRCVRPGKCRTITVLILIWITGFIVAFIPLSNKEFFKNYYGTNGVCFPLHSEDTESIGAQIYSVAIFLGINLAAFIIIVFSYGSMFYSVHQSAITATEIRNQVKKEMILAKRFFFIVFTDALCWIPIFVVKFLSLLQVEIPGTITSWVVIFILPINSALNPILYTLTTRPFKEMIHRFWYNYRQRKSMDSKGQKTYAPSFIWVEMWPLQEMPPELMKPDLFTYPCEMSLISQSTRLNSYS
D2 potentiator = HTS Assay for Positive Allosteric Modulators of the Human D2 Dopamine Receptor: Primary Screen for Potentiators; 0.34% of 340,000 active; HEK293 T-REx D2, calcium flux, EC20 dopamine potentiation; potentiation, % at 10 µM;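 active means potentiation over 3 SD above the plate norm, cut at about 30% in these data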; further: 0% is about no effect
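Primary screen. Calcium kinetics in induced HEK293 T-REx D2 cells: compound pre-addition 180 s, EC20 dopamine, 180 s more.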
Active calls of the source: *; ? = inconclusive; . = not tested or not shown. Unless noted, no stated cut-off is given here; in the data, active means activation above about 30%; inactive means the rest.

[1] COC(=O)c1cccc(Nc2cc(C)nc(-c3ccccc3O)n2)c1
[2] CCc1ccc(CNC(=O)C2CCN(C(=O)N3CC(CC)Oc4ccc(C)cc43)CC2)cc1 (stereo not drawn)
[3] Cc1cc(F)ccc1NC(=O)c1ccc2nc(Cc3ccccc3)oc2c1
[4] COc1cccc(C2CC(c3c(-c4ccccc4)c4cc(Cl)ccc4[nH]c3=O)=NN2S(C)(=O)=O)c1OC (stereo not drawn)
[5] CSc1nc(C)nc(C2CC2)c1C#N
[6] CC1CCCCC12NC(=O)N(CC(=O)OCc1ccccc1Cl)C2=O (stereo not drawn)
[7] Cc1ccnc(SCc2cc(=O)c(OC(=O)c3cc([N+](=O)[O-])ccc3Cl)co2)n1
[8] O=S(=O)(c1cccc(COc2c(Cl)cccc2Cl)c1)N1CCOCC1
screen / no.	1	2	3	4	5	6	7	8
RXFP1 antag	-6.8	-68.0*	-22.4	-6.1	20.6	2.0	.	-10.6
D1 antag	-25.8	-5.6	-19.8	16.3	-2.0	5.1	-3.6	-8.1
D2 antag	-1.1	.	.	-15.5	-2.3	5.1	-5.8	6.1
TRHR agonist	-0.6	0.3	0.2	5.9	0.1	0.2	0.6	-0.6
D1 PAM	-9.8	-1.0	2.1	-5.4	0.6	-6.2	2.3	-0.3
D2 potentiator	7.3	-6.2	19.4	3.8	5.1	-3.4	9.6	-4.1
D2 ag	0.0	0.2	-1.0	0.8	0.5	-0.5	0.6	0.3
D1 ag	2.9	1.4	14.5	25.2	1.2	8.6	3.5	-0.2
TRHR enhancer	5.2	-10.3	4.1	-3.0	-2.0	1.8	0.4	0.3

[9] C/C(=N\Nc1ccc(F)cc1F)c1ccc(F)cc1
[10] Cc1ccc(N(C)S(=O)(=O)c2c(C)noc2/C=C/N(C)C)cc1
[11] Nc1c(-c2nc(-c3ccccc3)no2)nnn1CC(=O)Nc1cccc(F)c1
[12] O=C(CC1(O)C(=O)Nc2ccccc21)c1ccc(-n2cnnn2)cc1 (stereo not drawn)
[13] CC(C)(Oc1ccc(Cl)cc1)C(=O)NCc1ccncc1
[14] CCOC(=O)C1=C(C)OC(N)=C(C#N)C1c1cccs1 (stereo not drawn)
[15] CCN(CC)CCCNC(=O)c1[nH]c2ccccc2c1Sc1ccc(Cl)cc1
[16] COc1ccc(N2CC(C(=O)NCCc3c[nH]c4ccccc34)CC2=O)cc1 (stereo not drawn)
screen / no.	9	10	11	12	13	14	15	16
RXFP1 antag	.	6.4	-10.3	2.6	-6.7	6.0	-21.7	-11.4
D1 antag	29.2	9.6	-12.5	-19.3	10.4	-21.5	1.6	-10.1
D2 antag	-6.3	-8.1	.	-26.8	-0.6	-6.0	-21.4	-3.6
TRHR agonist	-0.1	-0.2	0.2	-0.5	0.4	0.7	1.1	-0.4
D1 PAM	-2.0	0.5	-2.1	-5.0	-13.6	-9.8	-1.1	-2.5
D2 potentiator	10.3	-0.5	6.5	2.7	-0.6	-6.9	-7.9	-2.0
D2 ag	0.0	0.1	1.1	0.7	-0.4	-0.9	1.1	0.2
D1 ag	-2.3	2.0	1.7	2.0	1.5	1.7	9.8	3.8
TRHR enhancer	-5.8	-4.3	11.3	4.9	2.8	4.1	0.2	-0.8

[17] Cc1cc(C)c(NC(=O)CSc2nc3ccccc3c3nc(-c4ccccc4)nn23)c(C)c1
[18] COc1ccc(OCCOc2ccc(N(C)S(=O)(=O)c3ccccc3)cc2)cc1
[19] Cc1cccc(NC(=O)c2cccs2)n1
[20] CCCc1nnc(NC(=O)CCC(=O)N2CCN(c3ccccn3)CC2)s1
[21] Cc1noc(C)c1C(=O)OC(C)C(=O)Nc1ccc(S(=O)(=O)NC(C)C)cc1 (stereo not drawn)
[22] COc1cccc(/C=C/C(=O)OCC(=O)NC(=O)NC2CCCCC2)c1
[23] COc1cccc(C(=O)Nc2c3c(nn2-c2ccc(Cl)cc2)CS(=O)(=O)C3)c1OC
[24] CC(C)CC(NC(=O)c1cccs1)c1nnc(SCc2ccc(Cl)c(Cl)c2)n1C (stereo not drawn)
screen / no.	17	18	19	20	21	22	23	24
RXFP1 antag	1.0	2.3	-11.8	6.4	-1.9	4.9	28.0	-17.1
D1 antag	-21.4	-27.2	5.7	6.4	12.1	13.5	5.4	13.7
D2 antag	.	-38.6	-12.4	2.7	4.2	-21.6	12.1	-3.2
TRHR agonist	0.0	3.5	-0.1	0.1	0.2	0.3	-0.1	-1.2
D1 PAM	-2.3	-2.1	0.2	-3.0	-4.7	2.6	1.7	-0.9
D2 potentiator	3.8	12.6	-6.3	6.9	1.5	3.6	9.3	-6.2
D2 ag	0.0	1.8	0.5	0.2	-1.5	-0.5	0.2	-0.4
D1 ag	6.2	42.4*	4.5	2.2	4.5	6.7	6.5	2.8
TRHR enhancer	0.5	5.8	13.8	10.1	4.8	1.8	-11.5	-4.4

[25] O=C1Nc2ccccc2C1=Nc1cccc(Cl)c1
[26] CCCCCCSc1nnc2[nH]c(=O)cc(N)n12
[27] COc1cc(/C=C(\C#N)c2nc3ccccc3c(=O)[nH]2)cc(OC)c1OC
[28] CCc1c(C)nc(Nc2nc(C)c3cc(OC)ccc3n2)[nH]c1=O
[29] COc1ccccc1CCNC(=O)Cc1c(C)c2c(cc(C)c3c(C)c(C)oc32)oc1=O
[30] CN1CCc2c(sc3ncn4nc(-c5ccccc5O)nc4c23)C1
[31] CC(=O)Oc1cccc(N2C(=O)C3CC=C(Cl)CC3C2=O)c1 (stereo not drawn)
[32] Cc1ccc(F)c(CNC(=O)C2CCC(=O)N(Cc3ccccn3)C2)c1F (stereo not drawn)
screen / no.	25	26	27	28	29	30	31	32
RXFP1 antag	-5.9	14.3	.	-0.9	0.4	.	4.0	2.0
D1 antag	7.0	7.9	3.6	-3.8	-0.3	6.2	2.5	-21.1
D2 antag	-1.7	8.4	.	3.3	.	-12.2	7.4	-3.0
TRHR agonist	0.6	-0.2	1.1	0.6	0.7	-0.1	0.3	-0.8
D1 PAM	-4.2	-4.7	-3.5	1.9	4.6	2.8	-10.7	21.1
D2 potentiator	2.7	-5.2	-4.1	7.2	2.3	-3.7	5.1	3.7
D2 ag	2.5	0.3	.	0.3	0.2	2.3	-0.6	-3.5
D1 ag	3.2	-0.4	3.5	3.3	-0.4	-2.3	0.7	3.7
TRHR enhancer	3.6	-9.0	3.1	-9.3	-0.4	1.8	0.6	-7.6

[33] Cc1cc(C)c(OCC(=O)OC(C)C(=O)N2CCc3ccccc32)c(C)c1 (stereo not drawn)
[34] Cc1ccc(/C=N/NC(=O)c2nn(C)cc2Cl)cc1
[35] COc1cc(/C=N/NC(=O)Cc2nnc(N)s2)cc(OC)c1OC
[36] CCC1Nc2ncnc(N3CCN(c4ccccc4)CC3)c2N(Cc2ccc(Br)cc2)C1=O (stereo not drawn)
[37] O=C(CSc1nnc(-c2cccnc2)n1Cc1ccco1)NCc1ccc2c(c1)OCO2
[38] COc1ccc(OC)c(S(=O)(=O)Nc2ccc(C)c(C)c2)c1
[39] CCOc1ccc(CCNC(=O)c2ccc(CS(=O)(=O)Cc3ccccc3Cl)o2)cc1OCC
[40] O=c1cc(N2CCc3ccccc32)[nH]c(=O)n1-c1ccccc1Cl
screen / no.	33	34	35	36	37	38	39	40
RXFP1 antag	-10.3	1.7	9.3	.	1.4	2.0	?	1.3
D1 antag	-11.2	-1.2	10.9	4.4	6.6	5.1	-11.1	-12.1
D2 antag	9.6	2.3	-3.0	-15.9	15.4	-4.8	.	-7.4
TRHR agonist	-0.2	-0.5	0.1	0.2	-0.4	-0.8	0.0	0.3
D1 PAM	-8.2	-2.0	-3.0	-2.1	-0.3	-5.5	-0.7	-2.1
D2 potentiator	-6.2	6.5	1.5	-6.4	3.9	8.3	2.6	4.3
D2 ag	0.7	-0.4	0.4	0.3	-0.2	-1.1	0.2	0.0
D1 ag	1.5	-0.5	0.7	3.4	-0.3	6.5	4.0	0.4
TRHR enhancer	-3.2	0.6	1.3	-2.6	-0.9	0.5	1.8	-4.1

Some of these compounds in order of their number in TRHR enhancer, lowest first.
cpd	molecule	TRHR enhancer
33	Cc1cc(C)c(OCC(=O)OC(C)C(=O)N2CCc3ccccc32)c(C)c1 (stereo not drawn)	-3.2
36	CCC1Nc2ncnc(N3CCN(c4ccccc4)CC3)c2N(Cc2ccc(Br)cc2)C1=O (stereo not drawn)	-2.6
37	O=C(CSc1nnc(-c2cccnc2)n1Cc1ccco1)NCc1ccc2c(c1)OCO2	-0.9

Going on with the list.
[41] COc1cccc2cc(-c3nc(Nc4cccc(C)c4C)sc3C)c(=O)oc12
[42] CCC(C)[C@H](NC(=O)N1CCCC1)C(=O)O (stereo partly drawn)
[43] CCOC(=O)CSc1nnc2n(C3CCCCC3)c(=O)c3c4c(sc3n12)CCCC4
[44] Cc1nn(-c2ccccc2)c(OC(=O)c2ccc(F)cc2)c1S(=O)(=O)c1ccccc1
screen / no.	41	42	43	44
RXFP1 antag	-5.1	-3.6	-5.4	.
D1 antag	25.4	1.0	-4.0	-0.9
D2 antag	.	-12.7	5.3	.
TRHR agonist	0.0	-1.2	0.3	0.6
D1 PAM	-1.4	0.4	-1.4	-2.8
D2 potentiator	5.4	17.2	4.3	-0.5
D2 ag	0.3	-1.9	0.4	-1.6
D1 ag	0.1	1.0	4.7	-1.1
TRHR enhancer	-16.7	7.3	1.9	15.1
